ABHD5-PLIN5 inh – inhibitors of human ABHD5-perilipin-5 interaction. AID 602281. inhibition, % at 4 µM. Q00G26+Q8WTS1. 360,000 compounds, 0.78% hits. Split G. princeps luciferase complementation, luminescence, 4 h;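 active = inhibition above the mean inhibition across every tested compound plus 3 SD, cut at about 22% in these data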;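 note: 0% = DMSO only wells and the 100% control is not disclosed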
N-glyco inh – blocks N-linked glycosylation in D54 reporter cells. 360,000 compounds, 0.23% hits. reporter increase, % at 12.5 µM. D54 ERlucT glycosylation luciferase reporter, 24 h; percent of 100 nM tunicamycin response;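 active = mean luciferase reporter signal, scaled so untreated is 0 and the glycosylation-blocking control 100, at or above a set limit in every replicate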;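 note: luciferase carries N-glycosylation sites so blocking glycosylation raises the light; 0% = median of neutral control wells and 100% = median of 100 nM tunicamycin wells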
H9c2 protect – protects H9c2 cardiomyocytes from peroxide injury | H2O2 injury protection, ATPLite, 2 h | protection from H2O2 cell death, % at 20 µM | 360,000 compounds, 0.63% hits | AID 588492;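 active = compounds giving at least 50% protection of heart cells from peroxide-induced death in the single-dose screen, raw or plate-pattern-corrected value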;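 note: 0% = DMSO wells with peroxide and 100% = DMSO wells without peroxide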
aDG glyco up – increases alpha dystroglycan glycosylation; Pro5-aDG cells, alpha-DG glycosylation AlphaScreen (IIH6); 0% Pro5, 100% B10-LARGE cell signal; activation, % at 10 µM; 360,000 compounds, 0.22% hits; AID 624168;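 active = activation of at least 8% versus controls, or a plate z-score of at least 8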;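 note: Pro5 are CHO cells carrying HIG-tagged alpha-DG that lacks glycosylation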
m5-HT2A agonist – agonists of mouse serotonin 5-HT2A receptor (HTR2A); P35363; CHO-K1 mHTR2A beta-arrestin complementation, luminescence; percent of 30 µM serotonin response; activation, % at 7.6 µM; 360,000 compounds, 0.66% hits; AID 624169;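 active = activation above a run cutoff, the mean activation of all tested compounds plus 3 SD, cut at about 14% in these data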;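 note: 0% = plate median of compound wells and 100% = 30 µM serotonin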
Target sequence (P35363 whole entry, looked up): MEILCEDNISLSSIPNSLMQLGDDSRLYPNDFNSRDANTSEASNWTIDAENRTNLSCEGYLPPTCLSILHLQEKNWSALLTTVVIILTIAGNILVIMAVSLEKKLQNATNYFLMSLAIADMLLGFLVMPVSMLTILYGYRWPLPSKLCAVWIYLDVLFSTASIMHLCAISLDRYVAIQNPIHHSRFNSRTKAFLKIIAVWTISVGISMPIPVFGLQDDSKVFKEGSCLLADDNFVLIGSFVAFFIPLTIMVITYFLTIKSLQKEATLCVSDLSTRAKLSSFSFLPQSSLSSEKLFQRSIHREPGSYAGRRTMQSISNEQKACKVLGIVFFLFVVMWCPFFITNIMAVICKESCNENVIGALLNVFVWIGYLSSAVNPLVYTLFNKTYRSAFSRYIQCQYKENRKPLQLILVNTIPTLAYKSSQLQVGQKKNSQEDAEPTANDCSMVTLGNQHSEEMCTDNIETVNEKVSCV
MC4R barr agon – agonists of human melanocortin 4 receptor (MC4R) beta-arrestin. P32245. U2OS MC4R beta-arrestin complementation, luminescence; percent of melanotan II response, DMSO zero. activation, % at 8.9 µM. 360,000 compounds, 0.98% hits. AID 540308;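 active = activation above a per-plate cutoff, the mean activation of sample wells on that plate plus 3 SD, cut at about 8% in these data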
Target sequence (P32245 whole entry, looked up): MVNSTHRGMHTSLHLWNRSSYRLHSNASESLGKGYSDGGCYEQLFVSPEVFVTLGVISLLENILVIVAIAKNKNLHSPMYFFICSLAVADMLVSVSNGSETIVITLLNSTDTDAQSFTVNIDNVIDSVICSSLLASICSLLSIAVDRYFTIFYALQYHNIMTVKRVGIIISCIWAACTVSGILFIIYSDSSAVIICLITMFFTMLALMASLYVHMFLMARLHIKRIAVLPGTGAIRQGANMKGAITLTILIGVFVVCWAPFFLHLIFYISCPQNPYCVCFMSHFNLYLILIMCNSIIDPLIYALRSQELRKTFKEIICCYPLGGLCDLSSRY
iPSC survival up – hiPSC single-cell survival enhancement. ATPlite luminescence; 100% = ROCK inhibitor wells, 0% = DMSO. AID 602274. survival enhancement, % at 20 µM. 360,000 compounds, 0.044% hits; in the data active = survival enhancement above about 18%;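 note: cells exposed to compounds for 16 hours before the ATP read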
ABCB6 inh MLPCN – human ABCB6 transporter inhibition. AID 602162. fluorescence ratio to DMSO, % at 10 µM. K562-ABCB6 porphyrin accumulation, flow cytometry, 1 h; hits give low values. Q9NP58. 360,000 compounds, 0.19% hits;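 active = fluorescence ratio to DMSO below 75%, the collection mean minus 3 SD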;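 note: signal is porphyrin accumulated inside mitochondria; 100% equals median channel fluorescence of DMSO control wells; lower ratio means ABCB6 inhibition with less porphyrin fluorescence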
Exocytosis inh – lytic granule exocytosis inhibition; TALL-104 LAMP-1 surface exposure, flow cytometry; cells stimulated with thapsigargin and PMA; inhibition, % at 10 µM; 360,000 compounds, 0.66% hits;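 active = inhibition above about 55%, limit read from the data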
MC4R antagonist – human MC4R antagonism in cAMP assay. 360,000 compounds, 0.48% hits. inhibition, % at 6.5 µM. AID 540295. MC4R-expressing cells, MTII-stimulated cAMP, LANCE TR-FRET;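 active = inhibition above its plate's cutoff, the mean of tested wells on that plate plus 3 SD, cut at about 29% in these data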;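 note: 0% = Melanotan II alone and 100% = Melanotan II plus saturating MCL0020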
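Test system: U2OS cells stably expressing human melanocortin 4 receptor (MC4R); also added: Melanotan II challenge; compound: 6.5 µM single dose; timing: 30-min compound preincubation, 1-h Melanotan II challenge, 1-h detection, room temperature; signal: Eu-cAMP/anti-cAMP TR-FRET, emission 671 nm; repeats: one well per compound, no replicates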
* = called active by the depositor; . = no result given.

Assay codes: A = ABHD5-PLIN5 inh; B = N-glyco inh; C = H9c2 protect; D = aDG glyco up; E = m5-HT2A agonist; F = MC4R barr agon; G = iPSC survival up; H = ABCB6 inh MLPCN; I = Exocytosis inh; J = MC4R antagonist
Cc1ccc(S(=O)(=O)N(C)CC(=O)OCC(=O)N2CC(=O)Nc3ccccc32)cc1
  A: 6 | B: 3 | C: 1 | D: -0.2 | E: -1 | F: -0.9 | G: 0.0 | H: 96 | I: 3 | J: 34*
Cn1c(CCC(N)=O)nnc1SCC(=O)Nc1ccccc1C(=O)NC1CC1
  A: -12 | B: 2 | C: 3 | D: -0.1 | E: -7 | F: -1.3 | G: -1.3 | H: 92 | I: -2 | J: -2
O=[N+]([O-])c1cc([N+](=O)[O-])c(Oc2cccc3c2CCCC3)cc1NN1CCCCC1
  A: -2 | B: -9 | C: -6 | D: -0.3 | E: 3 | F: -0.9 | G: 6.1 | H: 101 | I: -1 | J: 7
CC(OC(=O)C1CC1)C(=O)Nc1cccc(S(=O)(=O)N2CCOCC2)c1 (stereo not drawn)
  A: 3 | B: -1 | C: -2 | D: -0.2 | E: 6 | F: -0.9 | G: -2.6 | H: 99 | I: 2 | J: 9
CC(=O)c1ccc(S(=O)(=O)N2CCN(C(=O)c3cccc(S(=O)(=O)N4CC(C)OC(C)C4)c3)CC2)cc1 (stereo not drawn)
  A: -4 | B: 2 | C: -10 | D: 0.1 | E: 4 | F: -1.6 | G: 0.0 | H: 98 | I: -6 | J: 2
COc1ccc(-c2cc(C(=O)NCCN3CCOCC3)c3ccccc3n2)c(OC)c1
  A: 1 | B: 1 | C: 5 | D: 0.2 | E: -6 | F: -2.4 | G: -3.2 | H: 99 | I: 4 | J: 1
O=C(CSc1nc2ccccc2c(=O)n1-c1ccc(F)cc1)Nc1cc(S(=O)(=O)N2CCOCC2)ccc1Cl
  A: 3 | B: 0 | C: 4 | D: 0.0 | E: -1 | F: -1.2 | G: 0.6 | H: 98 | I: -3 | J: -4
CCCCCc1c(Cc2ccccc2)ncn1CCc1ccccc1OC
  A: 1 | B: . | C: . | D: 0.7 | E: -2 | F: . | G: -0.5 | H: 97 | I: 27 | J: .
CCOc1ccc(CNC(=O)CCCc2cn(C)c3ccccc23)cc1OC
  A: -6 | B: 1 | C: -4 | D: -0.1 | E: -2 | F: 0.6 | G: 0.6 | H: 93 | I: 5 | J: 7
COc1ccc(C(=O)N(CCc2ccccc2)Cc2ccccc2)cc1S(=O)(=O)N1CCOCC1
  A: -4 | B: -4 | C: 30 | D: -0.1 | E: -4 | F: -1.8 | G: -0.6 | H: 95 | I: 5 | J: 14
C(=C\c1ccccc1)/CN1CCN(C(c2cc3ccccc3o2)c2nnnn2C2CCCCC2)CC1 (stereo not drawn)
  A: 9 | B: -3 | C: -10 | D: 0.4 | E: 2 | F: . | G: -0.8 | H: 102 | I: 25 | J: .
O=C(CCCOc1ccccc1)NCc1ccco1
  A: -2 | B: 1 | C: 9 | D: -0.2 | E: -2 | F: -0.5 | G: -0.3 | H: 99 | I: 0 | J: 3
COc1cccc(/C=N/NC(=O)c2cnn(-c3ccccc3)c2N)c1
  A: -2 | B: -4 | C: 10 | D: 0.0 | E: -5 | F: 1.0 | G: -0.6 | H: 94 | I: -4 | J: -11
CCOC(=O)c1ccc(-n2c(-c3ccco3)nc3ccccc3c2=O)cc1
  A: -1 | B: 0 | C: 4 | D: -0.1 | E: 4 | F: -1.5 | G: -1.0 | H: 94 | I: -4 | J: 12
Cc1ccc(NC(=O)Cn2c(CCC(=O)O)ccc2-c2ccc(Cl)cc2)cc1
  A: -7 | B: -1 | C: -7 | D: -0.1 | E: -3 | F: -0.9 | G: 0.7 | H: 97 | I: 9 | J: 0
c1ccc(CNc2ncnc3nc[nH]c23)cc1
  A: -8 | B: -1 | C: -12 | D: 0.1 | E: 7 | F: 0.3 | G: 2.5 | H: 102 | I: -2 | J: 21
COc1ccc2cc(C(=O)C3CCCN(C(=O)c4cncs4)C3)ccc2c1 (stereo not drawn)
  A: 2 | B: 1 | C: -1 | D: 0.1 | E: 3 | F: 1.4 | G: 0.1 | H: 99 | I: -3 | J: 0
CCc1ccc(N2CC(C(=O)OCC(=O)NC3CCS(=O)(=O)C3)CC2=O)cc1 (stereo not drawn)
  A: -6 | B: 1 | C: 4 | D: -0.2 | E: 0 | F: -1.2 | G: -1.0 | H: 91 | I: 1 | J: 0
Cc1ccc(N2C(=O)C3CCCN3C2=S)cc1C (stereo not drawn)
  A: 2 | B: 1 | C: -5 | D: 0.0 | E: 3 | F: -0.1 | G: 0.1 | H: 100 | I: -10 | J: 3
CC(=O)Nc1ccc(N=Cc2ccc(OCc3ccccc3)cc2)cc1
  A: -5 | B: -4 | C: -4 | D: 0.0 | E: 0 | F: -1.1 | G: -1.2 | H: 98 | I: -2 | J: 4
Cc1ccc(NC(=O)Cn2c(=O)cnc3ccccc32)cc1S(=O)(=O)N1CCOCC1
  A: 2 | B: 2 | C: 1 | D: 0.1 | E: -4 | F: 0.8 | G: -0.2 | H: 109 | I: 4 | J: 10
CNC(=O)N(C1=NCC(C)(C)S1)c1ccc(F)c(Cl)c1
  A: 5 | B: 9 | C: 1 | D: 0.0 | E: 5 | F: 1.4 | G: 0.5 | H: 91 | I: -1 | J: 1
OC[C@@H]1CN(Cc2ccc3c(c2)OCO3)C[C@H](n2cnc3c(NC4CC4)ncnc32)O1
  A: 2 | B: -2 | C: 8 | D: -0.2 | E: 1 | F: -0.9 | G: -1.7 | H: 96 | I: -2 | J: 2
O=C(CCCC(=O)N(c1ccc(F)cc1)C(C(=O)NC1CCCC1)c1ccc(O)cc1)Nc1ccccn1 (stereo not drawn)
  A: -7 | B: 3 | C: 15 | D: 0.0 | E: -13 | F: -2.5 | G: -0.2 | H: 93 | I: 40 | J: 2
O=C(Nc1nnc(-c2cccs2)o1)c1ccco1
  A: -14 | B: 1 | C: 8 | D: -0.3 | E: 2 | F: 0.6 | G: -1.1 | H: 101 | I: 3 | J: 15
CCOC(=O)CSc1nc2ccc(C)cc2n2cnnc12
  A: 8 | B: 2 | C: -1 | D: -0.2 | E: 1 | F: 0.3 | G: -0.2 | H: 102 | I: -1 | J: -3
CCn1c(=O)c2sccc2n(Cc2cccc(C)c2)c1=O
  A: 2 | B: 0 | C: 7 | D: 0.3 | E: 5 | F: -0.6 | G: 1.0 | H: 102 | I: 0 | J: 12
c1ccc(-c2nccc(-c3ccc(-n4cnc5ccccc54)cc3)n2)cc1
  A: -5 | B: -1 | C: 2 | D: 0.0 | E: 3 | F: 6.0 | G: -1.5 | H: 115 | I: 0 | J: -8
C/C(=N\NC(=O)c1ccoc1C)c1ccccc1O
  A: -4 | B: -8 | C: 27 | D: 0.3 | E: 1 | F: 1.2 | G: 0.1 | H: 95 | I: -11 | J: -3
O=C(Cn1c(=O)cnc2ccccc21)N1CCN(S(=O)(=O)c2cccc([N+](=O)[O-])c2)CC1
  A: 4 | B: 1 | C: 2 | D: 0.1 | E: 0 | F: -1.6 | G: -0.3 | H: 97 | I: 4 | J: 8
COc1cccc(C2C=C(c3cccs3)Nc3ncnn32)c1OC (stereo not drawn)
  A: -4 | B: 0 | C: 0 | D: 0.0 | E: 6 | F: -1.2 | G: 1.5 | H: 101 | I: -3 | J: -1
Cn1c(=O)[nH]c(=O)c2c1nc(Br)n2CC(O)COc1ccccc1 (stereo not drawn)
  A: -2 | B: 0 | C: 7 | D: 0.0 | E: -2 | F: -0.5 | G: 1.3 | H: 103 | I: -4 | J: 6
COc1cc(Cl)ccc1OC1(C)CCN(Cc2cccc(OC)c2OC)C1 (stereo not drawn)
  A: -1 | B: -2 | C: -15 | D: -0.3 | E: -1 | F: -0.2 | G: 2.2 | H: 96 | I: -10 | J: 2
CCN(CC)c1ccc(NC(=O)CN(C)Cc2cccs2)cc1
  A: -1 | B: -3 | C: -14 | D: 0.1 | E: -5 | F: 0.2 | G: 0.4 | H: 102 | I: 16 | J: 3
O=C(NCCc1ccccn1)c1n[nH]c(=O)c2ccccc12
  A: 1 | B: 3 | C: 5 | D: -0.4 | E: 1 | F: -2.5 | G: -0.6 | H: 95 | I: -3 | J: -2
COc1ccc(-n2c(=O)n(Cc3ccccc3)c(=O)c3[nH]cnc32)cc1
  A: 0 | B: 2 | C: -9 | D: 0.0 | E: -3 | F: -2.6 | G: -0.2 | H: 96 | I: 2 | J: -7
Cc1ccc(S(=O)(=O)N2CCN(C(=O)c3cc(S(=O)(=O)N(C)C)ccc3N3CCCC3)CC2)c(C)c1
  A: -3 | B: 3 | C: 15 | D: -0.5 | E: -5 | F: -1.0 | G: -0.6 | H: 100 | I: -3 | J: 16
N#CCCn1cc(/C=N/N=C2\NC(=O)C(CC(=O)O)S2)c(-c2ccc(F)cc2)n1 (stereo not drawn)
  A: 9 | B: 0 | C: 2 | D: 0.0 | E: 1 | F: 4.6 | G: 0.8 | H: 100 | I: -3 | J: -1
COc1ccc(CC(=O)Nc2cc(C)on2)cc1OC
  A: -3 | B: 4 | C: 21 | D: -0.3 | E: 15* | F: 2.0 | G: 3.7 | H: 108 | I: 10 | J: 11
CC(=O)N(c1ccccc1C)C1CCCC1
  A: -6 | B: 1 | C: 19 | D: -0.2 | E: 1 | F: -1.8 | G: 4.0 | H: 105 | I: -9 | J: 1

Brought forward from above: 2 compounds; new compounds follow.
Assay codes: A = ABHD5-PLIN5 inh; B = N-glyco inh; C = H9c2 protect; D = aDG glyco up; E = m5-HT2A agonist; F = MC4R barr agon; G = iPSC survival up; H = ABCB6 inh MLPCN; I = Exocytosis inh; J = MC4R antagonist
COc1ccc(CC(=O)Nc2cc(C)on2)cc1OC
  A: -3 | B: 4 | C: 21 | D: -0.3 | E: 15* | F: 2.0 | G: 3.7 | H: 108 | I: 10 | J: 11
CC(=O)N(c1ccccc1C)C1CCCC1
  A: -6 | B: 1 | C: 19 | D: -0.2 | E: 1 | F: -1.8 | G: 4.0 | H: 105 | I: -9 | J: 1
Cc1nn(-c2ccccc2)c(Cl)c1C(=O)NCc1ccccc1F
  A: -1 | B: 0 | C: 1 | D: 0.1 | E: -2 | F: 1.5 | G: -0.1 | H: 106 | I: -5 | J: -7
CCSc1ccccc1C(=O)Nc1nncs1
  A: -3 | B: . | C: 4 | D: -0.1 | E: -2 | F: -0.2 | G: 1.8 | H: 96 | I: -4 | J: -1
COc1ccc2[nH]c(C(=O)O)c(CCC(=O)O)c2c1
  A: 5 | B: 2 | C: 0 | D: -0.2 | E: 2 | F: -1.1 | G: -0.2 | H: 84 | I: 0 | J: 7
Cc1ccccc1C(=O)Oc1ccc(Cl)cc1C(=S)N1CCOCC1
  A: -2 | B: 2 | C: 2 | D: -0.4 | E: 2 | F: -2.6 | G: -0.2 | H: 99 | I: -7 | J: -5

Bioassay records as filed in PubChem BioAssay.
